# CHO-K1 Ca PAM: M1 PAM counterscreen hit in parental CHO-K1 cells | ATP EC20, Fluo-8 calcium fluorescence; 0% at ATP EC20, 100% at ATP max | activation, % at 3 µM | hit rate 0.02% among 360,000 | AID 602247;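 active = activation above the run cutoff, the mean activation of all test compounds plus 3 SD, cut at about 40% in these data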;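 note: peak over basal fluorescence ratio in a 140 s read after ATP addition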
# TAAR1 ag: agonists of human TAAR1. Q96RJ0. CHO RD-HGA16 TAAR1, Fluo-8 calcium fluorescence; vehicle wells 0%, saturating PEA agonist 100%. activation, % at 3 µM. hit rate 0.99% among 360,000. AID 624467;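 active = activation above the mean activation of all test compounds in the run plus 3 SD, cut at about 38% in these data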
# Target sequence (Q96RJ0 whole entry, looked up): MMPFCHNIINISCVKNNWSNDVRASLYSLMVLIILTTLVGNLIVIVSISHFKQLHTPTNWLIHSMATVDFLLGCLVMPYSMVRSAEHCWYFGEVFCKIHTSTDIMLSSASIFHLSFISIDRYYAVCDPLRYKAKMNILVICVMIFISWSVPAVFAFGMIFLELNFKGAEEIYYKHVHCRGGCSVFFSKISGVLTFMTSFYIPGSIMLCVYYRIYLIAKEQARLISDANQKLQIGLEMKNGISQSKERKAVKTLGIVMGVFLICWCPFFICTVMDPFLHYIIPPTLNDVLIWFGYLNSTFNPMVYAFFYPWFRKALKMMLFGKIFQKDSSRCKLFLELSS
#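 System: CHO RD-HGA16 cells carrying human TAAR1 plus Gα16; Incubation: 17-24 h seeding, 75 min 37 °C dye, 30 min RT; Measured by: Fluo-8 fluorescence, 5 s baseline then 140 s kinetic read; Control set: DMSO and PEA EC100; Replication: single well for each compound.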
# CHRM5 agonist: CHRM5 agonism in calcium assay | hit rate 0.19% among 360,000 | P08912 | AID 624037 | CHO-K1 hM5 cells, Fluo-8 calcium fluorescence; 0% DMSO wells, 100% maximal acetylcholine response | activation, % at 3 µM;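 active = activation above the run's mean over test compounds plus 3 SD, cut at about 23% in these data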;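 note: signal is peak over basal fluorescence ratio across the kinetic read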
# M4 PAM: potentiates acetylcholine response at human M4 receptor | CHO-K1 hM4/Gqi5, Fluo-8 calcium fluorescence, ACh EC20; 0% = ACh EC20, 100% = maximal ACh | hit rate 0.4% among 360,000 | P08173 | AID 624126 | activation, % at 3 µM;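 active = activation above its plate's cutoff, the mean activation of sample wells plus 3 SD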; note: some results filed as inactive read as strong as hits
# CRFR2-BP antag: CRF-BP/CRF-R2 complex antagonism | HEK293 CRF-R2/CRF-BP, CRF-induced calcium fluorescence | inhibition, % at 11.8 µM | hit rate 0.59% among 350,000 | AID 588475;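 active = inhibition of the ligand-induced calcium signal above about 50% at the single tested concentration, limit read from the data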
# M5 PAM: CHRM5 positive allosteric modulation | activation, % at 3 µM | hit rate 0.3% among 360,000 | CHO-K1 hM5, Fluo-8 calcium, ACh EC20 PAM; 0% = ACh EC20, 100% = ACh EC100;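 active = activation above the run cutoff, the mean activation of all test compounds plus 3 SD, cut at about 18% in these data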
#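 Assay system – human M5 receptor in CHO-K1 cells · Read-out – % activation, ACh-normalized · Technique – Fluo-8 calcium fluorescence · Dosing – single-point, 3 µM nominal · Incubation – Fluo-8 loading 80 min at 37 °C plus 30 min room temperature · Repeats – singlicate, one well per test compound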
# CHRM5 antagonist: CHRM5 antagonism in calcium assay; P08912; CHO-hM5 cells, Fluo-8 calcium fluorescence, ACh EC80; inhibition, % at 3 µM; hit rate 0.59% among 360,000; AID 624040;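 active = inhibition above a per-plate cutoff, the mean of that plate's test compounds plus 3 SD, cut at about 27% in these data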;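 note: 0% = acetylcholine EC80 with DMSO and 100% = DMSO without agonist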
# TAAR1 antag: antagonists of human TAAR1; CHO RD-HGA16 TAAR1, Fluo-8 calcium fluorescence, antagonist; hit rate 1.5% among 360,000; AID 624466; inhibition, % at 3 µM;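 active = inhibition above a per-plate cutoff, the mean inhibition of test compounds on that plate plus 3 SD, cut at about 49% in these data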;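 note: 0% = DMSO plus EC80 beta-PEA response and 100% = DMSO alone without agonist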
#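 Test system: RD-HGA16 CHO cells with stable hTAAR1 and Gα16 / Probe or stimulus: EC80 β-phenethylamine stimulus / Times: seeding 17-24 h prior, 75-min 37 °C, 30-min RT dye loading / Detection: Fluo-8 calcium-sensitive fluorescence / Read-out basis: % inhibition scaled between DMSO and EC80 PEA controls / Repeats: singlicate, one well per test compound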
# CRFBP-R2 agonist: CRF-BP/CRF-R2 complex agonism; activation, % at 13.2 µM; HEK293 CRF-R2/CRF-BP, calcium dye fluorescence (FLIPR); percent of saturating CRF peptide response; hit rate 0.46% among 350,000; AID 588473;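 active = activation of at least 50%, plus an integration ratio under a set limit after plate pattern correction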;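 note: plate controls were neutral control wells without compound for no effect and CRF at EC100 for full effect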
# Starred values were filed as active, the others as inactive; x = no result given.
1: Cc1c(S(=O)(=O)c2ccccn2)c(N)n(Cc2cccc(Cl)c2)c1C
2: Cc1ccc(-c2nnc(Nc3ccc(CC(N)=O)cc3)c3ccccc23)cc1S(=O)(=O)NCC1CCCO1 (stereo not drawn)
3: CC(C)n1c(O)c(N=Nc2ccc(Cl)c(C(=O)O)c2)c2ccccc21
4: COc1cccc(NS(=O)(=O)CC23CCC(CC2=O)C3(C)C)c1 (stereo not drawn)
5: N/C(=N\OC(=O)c1ccc(Cl)cc1Cl)c1ccccc1
6: CC(=O)c1cccc(NC(=O)CN2CCN(S(=O)(=O)/C=C/c3ccccc3)CC2)c1
7: CCOC(=O)c1cnc2cc(-c3ccc(Br)cc3)nn2c1C
8: CCOC(=O)N1CCN(C(=O)COc2ccc3c(c2)C(=O)CC2(CCN(C(C)=O)CC2)O3)CC1

entry no.	1	2	3	4	5	6	7	8
TAAR1 antag	-5	-4	-9	-4	7	25	-10	13
TAAR1 ag	4	1	4	13	12	0	2	14
CRFR2-BP antag	-2	26	-3	-21	-23	2	3	-23
CRFBP-R2 agonist	-0.3	-1.4	1.5	0.3	-0.6	0.7	0.7	4.8
M4 PAM	1	17	5	12	12	0	0	4
M5 PAM	11	0	2	0	7	-2	3	-5
CHO-K1 Ca PAM	2	-10	11	-8	23	18	13	-10
CHRM5 agonist	-3	-2	-4	3	-2	-1	4	-1
CHRM5 antagonist	-9	6	13	3	-3	7	2	9

# Overlap with the part before: 4 entries; new compounds follow.
5: N/C(=N\OC(=O)c1ccc(Cl)cc1Cl)c1ccccc1
6: CC(=O)c1cccc(NC(=O)CN2CCN(S(=O)(=O)/C=C/c3ccccc3)CC2)c1
7: CCOC(=O)c1cnc2cc(-c3ccc(Br)cc3)nn2c1C
8: CCOC(=O)N1CCN(C(=O)COc2ccc3c(c2)C(=O)CC2(CCN(C(C)=O)CC2)O3)CC1
9: O=[N+]([O-])c1cc([N+](=O)[O-])c(Oc2c(F)cccc2F)cc1NN1CCCCC1
10: O=C(CCCN1C(=O)c2ccccc2C1=O)N1CCc2ccccc2C1
11: CCC(C)c1ccc(NS(=O)(=O)c2c(C)[nH]c(=O)[nH]c2=O)cc1 (stereo not drawn)
12: CCC(=O)N1CCc2cc(-c3csc(NC(=O)c4ccco4)n3)ccc21
13: CN(C)C(=S)N=c1ssc(=S)n1Cc1cccnc1
14: CCc1sc(C(=O)Nc2cccnc2)cc1Br
15: CCCC1Cc2c(sc3ncnc(N)c23)CO1 (stereo not drawn)
16: O=C(NNC(=O)C12CC3CC(CC(C3)C1)C2)c1cnccn1

entry no.	5	6	7	8	9	10	11	12	13	14	15	16
TAAR1 antag	7	25	-10	13	-1	21	0	26	3	22	-2	-28
TAAR1 ag	12	0	2	14	4	69*	1	3	6	65*	17	4
CRFR2-BP antag	-23	2	3	-23	1	11	2	0	5	-19	-9	-2
CRFBP-R2 agonist	-0.6	0.7	0.7	4.8	-0.8	-1.4	-1.7	1.1	-1.1	0.8	0.9	-0.6
M4 PAM	12	0	0	4	2	-4	-5	-6	2	-1	4	5
M5 PAM	7	-2	3	-5	-4	0	-2	-1	3	-4	6	-3
CHO-K1 Ca PAM	23	18	13	-10	0	12	-12	0	19	10	9	9
CHRM5 agonist	-2	-1	4	-1	4	-2	-1	7	4	1	-1	-2
CHRM5 antagonist	-3	7	2	9	0	-3	9	2	7	16	-12	0

17: NC1=NC(=O)/C(=C/c2ccsc2)S1
18: CC1(C)CC(=O)c2cnc3nc4ccccc4n3c2C1
19: Cc1ccc2nc(N3CCN(C)CC3)c(C#N)cc2c1
20: CCOCCCNC(c1ccccc1)c1ccncc1 (stereo not drawn)
21: CC(C)(C)C(=O)CNS(=O)(=O)c1ccc(S(=O)(=O)NC2CC2)cc1
22: CN1/C(=C\C(=O)COC(=O)Cn2nnc(-c3ccccc3)n2)C(C)(C)c2ccccc21
23: CCCc1cc(=O)c2c(O)cccc2o1
24: CCc1nc2ccccc2c(C(=O)OCC(=O)NC2CC2)c1C

entry no.	17	18	19	20	21	22	23	24
TAAR1 antag	-12	-29	-1	-3	7	52*	-10	-12
TAAR1 ag	0	2	24	5	0	9	6	1
CRFR2-BP antag	-2	-8	5	-5	-7	9	-9	-1
CRFBP-R2 agonist	-2.9	1.1	3.0	0.1	-0.5	1.4	-3.8	-1.5
M4 PAM	6	3	6	9	-6	-12	-8	3
M5 PAM	1	-3	2	-5	0	-8	-6	3
CHO-K1 Ca PAM	10	13	-3	0	9	-7	-6	12
CHRM5 agonist	1	1	-1	-1	5	-1	5	-2
CHRM5 antagonist	2	-4	0	-2	1	10	9	0

# Complete entries from above. Values in the order: TAAR1 antag	TAAR1 ag	CRFR2-BP antag	CRFBP-R2 agonist	M4 PAM	M5 PAM	CHO-K1 Ca PAM	CHRM5 agonist	CHRM5 antagonist
# Results for O=C(CCCN1C(=O)c2ccccc2C1=O)N1CCc2ccccc2C1 = 21	69*	11	-1.4	-4	0	12	-2	-3
# Results for CCc1sc(C(=O)Nc2cccnc2)cc1Br = 22	65*	-19	0.8	-1	-4	10	1	16

# (cont.)
25: S=C(Nc1ccc(OCc2ccccc2)cc1)Nc1cccc(Cl)c1Cl
26: CCc1ccc(NC(=O)N2CCN(C(=O)C3CCCO3)CC2)cc1 (stereo not drawn)
27: Cc1ccc(-n2nc3c(c2NC(=O)c2ccc(S(=O)(=O)N4CCOCC4)cc2)CSC3)c(C)c1
28: O=C(NCc1ccccn1)C1CCN(S(=O)(=O)c2ccccc2)CC1

entry no.	25	26	27	28
TAAR1 antag	41	-25	x	-11
TAAR1 ag	0	1	x	5
CRFR2-BP antag	10	-2	5	8
CRFBP-R2 agonist	-0.3	0.6	0.5	3.7
M4 PAM	-6	2	-5	7
M5 PAM	-2	-1	0	4
CHO-K1 Ca PAM	7	-10	-4	14
CHRM5 agonist	-2	-2	5	-5
CHRM5 antagonist	-7	3	4	6
